Bioassay records (PubChem BioAssay)
HSF-1 act – increases HSF-1 driven luciferase reporter signal. NIH3T3-HGL HSF-1 luciferase reporter, MG132, 8 h; 100% = twice DMSO control signal. activation, % at 9 µM. actives 1.7% (n = 300,000). AID 504408;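 active = mean replicate activation of at least 50% with a set share of replicates each reaching 50%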;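 note: 0% = median of the neutral control wells and 100% = twice that signal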
GSK3B inh – human GSK3beta kinase inhibition. P49841. GST-GSK3beta kinase, ADP-Glo luminescence, 60 min; active compounds read low. activity score (negative = inhibition), % at 10 µM. actives 0.038% (n = 300,000). AID 2097;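 active = more than half of replicate wells score below -50%, meaning over 50% inhibition versus plate controls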;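 note: 0% = median DMSO wells and -100% = median GW8510 positive control wells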
Target sequence (P49841 whole entry, looked up): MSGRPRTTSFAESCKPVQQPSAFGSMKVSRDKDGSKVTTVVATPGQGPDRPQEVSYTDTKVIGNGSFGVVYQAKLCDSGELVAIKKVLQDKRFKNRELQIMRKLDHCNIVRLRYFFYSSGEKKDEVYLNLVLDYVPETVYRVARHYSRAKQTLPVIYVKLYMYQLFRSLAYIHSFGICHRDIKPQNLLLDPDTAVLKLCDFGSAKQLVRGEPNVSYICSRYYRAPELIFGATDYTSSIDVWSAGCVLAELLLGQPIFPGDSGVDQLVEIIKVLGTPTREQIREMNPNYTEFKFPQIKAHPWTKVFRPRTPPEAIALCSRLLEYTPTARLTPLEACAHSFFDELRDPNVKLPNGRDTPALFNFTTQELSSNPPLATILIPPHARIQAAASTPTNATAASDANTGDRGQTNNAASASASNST
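test system = GST-tagged human GSK3beta kinase, cell-free | reagent = 25 µM ATP with peptide substrate | dosing = one dose of 10 µM per compound | schedule = 60 min reaction, RT | detection = luminescent ADP-Glo measurement of ADP formed | control set = DMSO neutral wells and GW8510 at 20 µM as positive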
AI-2 QS mod – Vibrio harveyi AI-2 quorum sensing modulation. Vibrio harveyi JMH597 AI-2 luminescence/OD600 ratio, 9 h; active compounds read low; strain lacks LuxN and CqsS sensors; 0 = neutral-control median. activity change, % at 7.5 µM. actives 0.4% (n = 300,000). AID 2094; in the data active = activity change below about -75%, passing the limit was not always enough;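 note: luminescence divided by OD600 gain over 9 h not by final OD600 alone; inactives centre near 13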
PolyA inhibitor – yeast polyadenylation inhibition; S. cerevisiae SKY197-pL101 polyadenylation reporter, beta-gal luminescence; efflux-impaired pdr1/pdr3 knockout yeast; score 100 = 6 SD above DMSO; calls only at 12 µM; actives 0.02% (n = 300,000); AID 1875;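 active = lowest replicate activity score at least 50, where 100 means six control SD above control mean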;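 note: yeast exposed to compound for 9 h at 30 °C; higher score means more reporter readthrough which indicates perturbed polyadenylation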
HSF1 inh – HSF1 inhibition | NIH3T3-HGL HSE-luciferase, MG132-induced, luminescence 8 h; active compounds read low | activity change, negative = inhibition, % at 7.5 µM (by protocol) | actives 0.77% (n = 300,000) | AID 2098;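 active = more than half of replicate wells show activity change below -50%, luminescence cut by over half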;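 note: luciferase reports HSF-1 transcriptional activity via heat shock element; 0% = median of DMSO wells and -100% = zero luminescence signal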
IEC-6 cytotox – kills IEC-6 intestinal cells in KLF5 counter-screen. IEC-6 cytotoxicity, luminescence viability. AID 1825. actives 0.78% (n = 290,000). inhibition, % at 5 µM; in the data active = inhibition above about 22%;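 note: 0% = plate median of test compound wells and 100% = cytotoxic reference compound wells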
aSyn 5UTR inh – 5' untranslated region of α-synuclein, MLPCN primary screen. alpha-synuclein 5'UTR reporter, inhibitor activity. inhibition, % (tested at 7.5 µM). actives 0.82% (n = 300,000). AID 1813; in the data active = inhibition above about 60%;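 note: H4 neuroglioblastoma cells stably carrying SNCA 5'UTR luciferase fusion; 0% = DMSO wells and 100% = positive control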
HSP90 inh – inhibitors of HSP90 luciferase refolding in rabbit reticulocyte lysate; luciferase refolding luminescence, 3 h; inhibition, % at 5.6 µM; actives 0.91% (n = 290,000); AID 1789;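 active = inhibition above the screen-wide mean plus 3 SD, computed separately per campaign, cut at about 16% in these data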;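 note: 0% = DMSO wells and 100% = 60 µM geldanamycin wells; inhibitors lower the luminescence because luciferase stays unfolded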
KLF5 inhibitor – kruppel-like factor 5 inhibition; DLD-1 KLF5 promoter-luciferase reporter, luminescence; inhibition, % at 5 µM; actives 0.23% (n = 290,000); AID 1700;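 active = inhibition above a per-plate limit of that plate's mean compound inhibition plus 3 SD, cut at about 60% in these data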;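 note: 0% = DMSO wells and 100% = LY294002 at 200 µM; higher means less KLF5 promoter-driven luciferase light; inactives centre near -14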
GSK3A inh – inhibitors of human GSK-3 alpha kinase | P49840 | ADP-Glo luminescence, 60 min | inhibition, % at 10 µM | actives 0.1% (n = 320,000);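 in the data active = inhibition above about 50%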;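 note: GST-tagged GSK-3 alpha with peptide substrate and 25 µM ATP; 0% = DMSO neutral wells and 100% = GW8510 positive control wells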
Target sequence (P49840 whole entry, looked up): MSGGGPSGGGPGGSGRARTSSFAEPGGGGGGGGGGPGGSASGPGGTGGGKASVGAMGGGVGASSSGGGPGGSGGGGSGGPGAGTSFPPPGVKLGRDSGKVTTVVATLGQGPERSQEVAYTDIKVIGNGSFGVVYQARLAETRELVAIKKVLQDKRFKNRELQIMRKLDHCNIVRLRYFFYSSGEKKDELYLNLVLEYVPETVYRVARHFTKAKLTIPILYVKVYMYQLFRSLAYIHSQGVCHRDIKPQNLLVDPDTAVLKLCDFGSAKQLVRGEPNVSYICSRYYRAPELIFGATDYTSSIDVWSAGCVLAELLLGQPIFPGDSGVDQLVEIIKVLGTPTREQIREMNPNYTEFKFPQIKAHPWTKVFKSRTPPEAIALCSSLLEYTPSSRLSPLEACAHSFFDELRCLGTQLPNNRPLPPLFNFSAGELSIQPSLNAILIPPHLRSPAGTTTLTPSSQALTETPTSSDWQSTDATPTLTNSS
Numbers without * were called inactive; i = inactive; nt = no result given; & = joins results of further samples.

SMILES	HSF-1 act	GSK3B inh	AI-2 QS mod	PolyA inhibitor	HSF1 inh	IEC-6 cytotox	aSyn 5UTR inh	HSP90 inh	KLF5 inhibitor	GSK3A inh
O=C(O)CCn1cc(/C=C2/NC(=S)N(c3ccccc3)C2=O)c(-c2ccccc2)n1	13	1	15	i	-7	0	-16	-1	-39	-3
COc1ccccc1OCCNC(=O)c1cc(F)c(F)cc1Cl	10	-2	14	i	6	0	-76	0	-42	-3
CCOC(=O)CSc1nc2c(sc(=S)n2-c2ccccc2)c(=O)[nH]1	4	2	17	i	-9	-3	23	-1	-29	-7
CC1(Cc2ccc3c(c2)OCO3)NC(=O)NC1=O (centres undefined)	7	2	7	i	-2	0	-8	-3	-24	-6
COc1ccc(NC(=S)Nc2ccccc2)cc1	9&13	0&-4	20&2	i	-5&1	1&-2	-56&-26	-2&-5	-40&-33	-4&0
C=CCNC(=O)c1c(CSc2ccc(Cl)cc2)noc1C(=O)NCc1ccccc1	21	4	15	i	21	nt	21	nt	nt	nt
COc1ccccc1N1CC(C)(C)C(=O)N(C(=O)c2ccc(Cl)cc2)C1=S	6	2	-13	i	-2	0	-21	6	-24	-1
OC(CN1CCOCC1)Cn1c2ccccc2c2ccccc21 (centres undefined)	12	1	-12	i	5	1	-11	-1	-11	7
Cc1cccc(NC(=O)c2cc(-c3cc(C)cc(C)c3O)n[nH]2)c1	33	2	-5	i	27	-4	-67	-6	-33	0
CCSc1nnc(NC(=O)C(CC)Oc2ccccc2)s1 (centres undefined)	-6	0	23	i	-1	-1	26	1	-16	-4
CCN(CC)c1ccc(/C=C2/C(=O)N(c3ccc([N+](=O)[O-])cc3)N=C2N2CCOCC2)cc1	92*	2	26	i	41	0	-23	2	-1	-2
CC(=O)Nc1ccc(S(=O)(=O)N2CCC(C(=O)NCc3ccco3)CC2)cc1	8	0	24	i	-2	3	11	0	-12	3
CC(C)c1ccc(NC(=O)CN2C(=O)COc3ccc(S(=O)(=O)N4CCOCC4)cc32)cc1	12	6	21	i	4	-6	-7	-4	-46	-13
Cc1ccc(Cn2c(SCCN3CCOCC3)nc3c2c(=O)n(C)c(=O)n3C)cc1	-4	0	14	i	-9	0	35	0	-18	-4
Cc1cc(C)c2c(N)c3cccc(C)c3nc2n1	28	0	14	i	4	16	-11	3	-26	4
COc1ccc(S(=O)(=O)N2CCOCC2)cc1NC(=O)CN1CCN(C)CC1	6	-1	18	i	-3	nt	-9	nt	nt	0
COc1cccc(CNn2cnnc2)c1OCc1ccccc1F	-1	2	-13	i	-2	6	-1	1	-23	-1
CCCNC(=O)c1onc(CSc2ccc(Cl)cc2)c1C(=O)NC(C)C	17	0	6	i	10	nt	17	nt	nt	-1
CCOc1ccccc1NC(=O)c1ccccc1N(C)S(=O)(=O)c1ccc(C)cc1	-1	-2	26	i	-5	nt	4	nt	nt	1
Cc1ccc(NS(=O)(=O)c2ccc3c(c2)NC(=O)C(C)C(=O)N3)c(Cl)c1 (centres undefined)	-5	2	47	i	3	9	16	2	-2	0
Cc1cc(C)c(OCCN2CC(C)OC(C)C2)c(Br)c1 (centres undefined)	-1	-2	0	i	4	1	-11	2	-25	-2
O=C(c1ccc(Cl)c(S(=O)(=O)N2CCCC2)c1)N1CCCCC1	7	2	14	i	3	5	11	3	-17	0
CCC1Oc2ccccc2N(CC(=O)NC2CCCCC2C)C1=O (centres undefined)	17	-1	-1	i	5	-2	-11	1	-32	7
O=c1c2c([N+](=O)[O-])cc([N+](=O)[O-])cc2sn1-c1ccc(Br)cc1	nt	nt	nt	nt	nt	1	nt	7	13	-3
COc1ccc(CC(=O)N2CCN(c3ccccc3)CC2)cc1	-8	0	3	i	-6	1	0	8	-18	-3
CSc1nc(Cl)cc(N(CCO)CCO)n1	1	2	8	i	-7	0	5	4	-7	-2
CCn1ncc(/C=N/NS(=O)(=O)c2ccc(Cl)cc2)c1C	12	1	12	i	-1	-3	16	3	-24	-2
COc1cc(NC(=O)/C=C/c2ccccc2[N+](=O)[O-])cc(OC)c1	-6	-2	12	i	0	2	-114	1	-14	-6
O=C(CCCNC(=O)/C(=C\c1ccc(F)cc1)NC(=O)c1ccccc1)OCc1ccccc1	37	0	24	i	17	-1	-14	-1	-11	0
CCC(C)(C)NC(=O)CN(C(=O)C(=O)Nc1ccc2c(c1)OCCO2)C1CC1	0	1	1	i	-5	3	-9	1	-24	1
CC1CC(C)CN(C(=O)CSc2nnc(-c3ccc(F)cc3)o2)C1 (centres undefined)	0	4	17	i	0	-2	10	-1	-43	-1
Cn1c(=O)cc(SCC(=O)NCCCN2CCN(c3ccccc3F)CC2)c2ccccc21	47	0	-1	i	6	11	-18	3	-43	0
Cc1cccc(Cl)c1NC(=S)N1CCN(c2ccc([N+](=O)[O-])cn2)CC1	-6	0	22	i	-1	1	34	-9	-17	1
Cc1cc(=O)oc2cc(OCC(=O)OCC(=O)Nc3c(C)n(C)n(-c4ccccc4)c3=O)ccc12	17	-3	16	i	2	-9	17	-6	-15	-1
COc1ccc2oc(=O)c(-c3ccccc3C(=O)N3CCOCC3)cc2c1	-9	1	5	i	2	2	-7	2	13	1
COc1ccccc1C(CNC(=O)c1ccc(NS(=O)(=O)c2ccc(F)c(C)c2)cc1)N1CCCC1 (centres undefined)	5	-1	-1	i	-3	nt	6	nt	nt	-2
CCOC(=O)c1c(C)sc2c1N(C(=O)CCl)c1cc(Cl)ccc1S2	79*	0	7	i	67	13	42	6	9	0
Cc1c(C#N)c(NC(=O)c2ccccc2)n(Cc2ccccc2)c1C	-5	2	-1	i	-4	10	6	5	15	7
CN(C)S(=O)(=O)c1ccc(C(=O)NCCN=C2NS(=O)(=O)c3ccccc32)cc1	-1	0	16	i	-4	2	-12	1	2	-4
O=C(CS(=O)c1ccccc1[N+](=O)[O-])Oc1ccc(Br)cc1 (centres undefined)	2	-3	16	i	8	-1	-21	2	-5	1

Records listed above that bear a hit mark in HSF-1 act.
| Structure | HSF-1 act | GSK3B inh | AI-2 QS mod | PolyA inhibitor | HSF1 inh | aSyn 5UTR inh | HSP90 inh | KLF5 inhibitor | GSK3A inh |
| --- | --- | --- | --- | --- | --- | --- | --- | --- | --- |
| CCN(CC)c1ccc(/C=C2/C(=O)N(c3ccc([N+](=O)[O-])cc3)N=C2N2CCOCC2)cc1 | 92* | 2 | 26 | i | 41 | -23 | 2 | -1 | -2 |
| CCOC(=O)c1c(C)sc2c1N(C(=O)CCl)c1cc(Cl)ccc1S2 | 79* | 0 | 7 | i | 67 | 42 | 6 | 9 | 0 |

(list continues)
SMILES	HSF-1 act	GSK3B inh	AI-2 QS mod	PolyA inhibitor	HSF1 inh	IEC-6 cytotox	aSyn 5UTR inh	HSP90 inh	KLF5 inhibitor	GSK3A inh
CCC(=O)OCC(=O)N=c1sccn1Cc1ccccc1Cl	9	1	38	i	-1	-6	4	-5	-35	-4
O=C(Nc1cccc(Cl)c1)Nc1sccc1-c1nc2ccccc2s1	-41	1	49	i	-44	2	-9	-1	-1	-2
CCOc1ccc2[nH]c(=O)c(CN(Cc3ccco3)C(=O)c3ccc(Br)cc3)cc2c1	-1	5	4	i	5	2	-1	6	-15	nt
O=C(Cc1ccc(Cl)cc1)Nc1ccccn1	-1	0	1	i	6	-4	-26	-2	-22	6
NC1(N)OC(CN2C(=O)c3ccccc3C2=O)CS1 (centres undefined)	-5	-9	-14	i	-2	-2	-31	0	-31	-2
Cc1cc(C)c(C#N)c(N2CCCC(C(N)=O)C2)n1 (centres undefined)	2	-2	4	i	-5	2	11	-3	-20	4
CCOC(=O)C1=C(c2ccccc2)Nc2ncnn2C1c1cc(OC)cc(OC)c1OC (centres undefined)	2	1	17	i	-2	-5	2	-3	-20	2
CCN(CC)c1ccc(NC(=O)Nc2cccc3ccccc23)cc1	17	1	16	i	14	6	-115	2	-41	1
O/N=C/c1ccnc(SCc2ccccc2)n1	nt	-1	-14	i	nt	-13	nt	-6	-23	8
CC(NC(=O)c1ccco1)C(c1cccs1)N1CCN(c2ccccc2)CC1 (centres undefined)	-13	3	32	i	4	-3	-8	0	-2	3
Cc1onc(-c2ccccc2)c1C(=O)N1CCC(C)CC1	-5	0	31	i	1	-12	20	-6	-11	-1
CC(C)CNC(=S)NNC(=O)CC(C)O (centres undefined)	-12	4	6	i	-8	-2	6	1	-2	0
O=C(Nc1cccc(O)c1)c1c(O)c2ccccc2[nH]c1=O	33	-3	4	i	26	1	-92	8	-123	3
CCC1(c2ccc(F)cc2)NC(=O)N(CC(=O)NCc2ccc(F)cc2)C1=O (centres undefined)	30	2	-39	i	-9	2	20	-2	8	6
CCOC(=O)c1c(C)[nH]c(C)c1S(=O)(=O)NCC1CCN(Cc2cccc(F)c2)CC1	2	0	18	i	-1	0	29	0	-8	nt
Cc1nc(N2CCN(C(=O)c3ccco3)CC2)[nH]c(=O)c1C	1	4	10	i	-4	-1	-6	1	-8	2
O=C(OCC(=O)N1CCN(C(=O)COC(=O)c2ccc(O)cc2O)CC1)c1ccc(O)cc1O	1	-1	5	i	0	nt	12	nt	nt	-1
COc1ccc(-n2c(COc3cccc4cccnc34)nnc2SCC(=O)O)cc1	3	4	47	i	-1	4	7	1	-43	-1
CC1(C)C2CCC1(C)C(NCC(O)COc1ccc(C#N)cc1)C2 (centres undefined)	-6	-1	7	i	5	-1	-33	-2	-53	1
CC(C)c1ccc(-c2nn[nH]n2)cc1	14	-4	27	i	11	6	-45	1	-56	-2
COc1ccc(CC(=O)Nc2cccc(C(=O)O)c2C)cc1	12	-2	17	i	4	-2	-26	0	-55	0
Cn1c(=O)cc(OCCCC(=O)Nc2ccccn2)c2ccccc21	29	2	16	i	11	6	18	-3	-9	7
CC(=O)c1ccc(-n2nnnc2SCC(=O)NC2CCCCC2)cc1	31	2	26	i	4	3	-11	-6	-5	14
Cc1cc(OCC(F)(F)C(F)(F)C(F)(F)C(F)(F)C(F)(F)C(F)F)nc(N)n1	-4	0	3	i	-9	-2	8	-2	-42	-3
CCCNC(=O)c1ccc(N2CCC3(CC2)CC(c2ccccc2)=NO3)c(NC(=O)c2cccc(C)c2)c1	-4	-7	17	i	-1	1	25	1	-19	0
CCc1cc(=O)oc2cc(C)cc(OCC(=O)NCC(O)c3ccccc3)c12 (centres undefined)	9	-4	7	i	5	3	12	3	-26	5
CC1(C)[C@H]2CC[C@]1(C)[C@@H](OC(=O)C[N+]1(C)CCOCC1)C2	5	-1	3	i	-14	-4	-23	-2	2	2
CC(C)(C)c1cc(CCC(=O)NCc2ccccn2)cc(C(C)(C)C)c1O	-12	2	15	i	4	1	-35	-3	-8	-2
CCOc1ccc(CCNC(=O)c2cccc(C#N)c2)cc1OCC	2	1	27	i	9	1	25	-1	-10	0
CC(NC(=O)NCC1CCCO1)(C(F)(F)F)C(F)(F)F (centres undefined)	10	-3	14	i	-6	6	-41	-4	-11	1
COc1ccc(CNc2nc3nc(C)c(Cl)c(C)n3n2)cc1OC	13	-2	36	i	-2	4	10	2	12	-5
CCOc1ccc(NC(=O)C2=C(C)NC(=S)NC2c2ccc(O)c(OC)c2)cc1 (centres undefined)	3	3	15	i	13	6	10	0	-20	-3

The list is partial; count on the stated rates, not on these rows.
